Dengue-2 NS5 capping: Dengue-2 NS5 methyltransferase inhibitors, primary screen, biochemical, confirmation dose response (AID 588689); hit rate 0.3% among 340,000; Dengue-2 NS5 methyltransferase capping enzyme assay, biochemical; higher % means a stronger effect; inhibition, % at 25 µM, or IC50 in µM where a hit was titrated; in the data active = a potency from the dose series; inconclusive = inhibition above about 29% without an active follow-up result
SV40 large T antigen: TAg ATPase/helicase activity blockers – biochemical (AID 1903); SV40 large T antigen ATPase/helicase inhibition assay; higher % means a stronger effect; inhibition, % at 20 µM; hits with a dose series show IC50 in µM; hit rate 0.39% among 310,000; in the data active = a potency from the dose series; inconclusive = inhibition mostly from about 32% at the one dose, without a potency; inactive = the rest, 99 in 100 with inhibition below about 32%; also: strong numbers were not always called active
Rac1 GTP hydrolysis: MgcRacGAP GTPase-activating activity inhibitors, confirmation, biochemical, ADP Hunter fluorescence; MgcRacGAP-stimulated Rac1 GTP hydrolysis, ADP Hunter fluorescence; higher % means a stronger effect; GST-tagged Rac1 F28L mutant substrate; hit rate 0.6% among 340,000; inhibition, % at 30 µM, or IC50 in µM where a hit was titrated; AID 624330;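 active = first-screen hits whose inhibition reached a set limit at any dose in the follow-up dose series; inconclusive = inhibition above the set first-screen limit but never retested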;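 also: fluorescence reports GDP produced by GAP-driven GTP hydrolysis; strong numbers were not always called active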
LYP inhibition: inhibitors of LYP phosphatase, biochemical, fluorescence intensity, uHTS (AID 1779); recombinant LYP phosphatase, fluorescence intensity; higher % means a stronger effect; inhibition, % at 11.5 µM; hits with a dose series show IC50 in µM; hit rate 0.054% among 290,000; in the data active = inhibition above about 50%;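 also: plate controls were vehicle with enzyme for no effect and no enzyme for full effect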
XIAP displacement: XIAP antagonists, biochemical, IAP family, fluorescence polarization (AID 1018); XIAP BIR domain, fluorescence polarization peptide displacement; higher % means a stronger effect; hit rate 0.007% among 200,000; one-dose displacement, % at 20 µM; IC50 in µM for titrated hits; in the data active = displacement above about 50%; also: a part of the inactive calls stands beside numbers as strong as those of hits
RSV antiviral HEp-2: RSV antiviral activity via CPE protection, HEp-2 cells, primary 10 µM value included (AID 2391). hit rate 0.13% among 310,000. HEp-2 cells, RSV-induced CPE inhibition; higher % means a stronger effect. CPE inhibition, % at 10 µM; hits with a dose series show IC50 in µM; in the data active = a potency from the dose series; inconclusive = CPE inhibition mostly from about 23% at the one dose, without a potency; inactive = the rest, 99 in 100 with CPE inhibition below about 21%; also: strong numbers were not always called active
Siah-1 displacement: Siah-1 peptide-binding antagonists, primary screen, biochemical, fluorescence polarization, rhodamine-plectin, uHTS (AID 1817); Siah-1 / rhodamine-plectin peptide fluorescence polarization; higher % means a stronger effect; displacement, % at 20 µM, or IC50 in µM where a hit was titrated; hit rate 0.02% among 290,000;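 active = displacement of at least 50% at 20 µM, with a fluorescence ratio check between 0.3 and a set limit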;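 also: plate controls were Siah plus tracer with DMSO for no effect and tracer alone without Siah for full effect; strong numbers were not always called active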
AID2073: inhibitors of Mint1-CaV2.2 protein interaction, biochemical, HTRF (AID 2073); HTRF protein-protein interaction, Mint1-CaV2.2; higher % means a stronger effect; inhibition, % at 20 µM; hits with a dose series show IC50 in µM; hit rate 0.19% among 290,000; in the data active = inhibition mostly above about 51%, no sharp cut-off; inconclusive = no clear call, values can overlap the other calls; inactive = mostly below about 53%; also: some results filed as inactive read as strong as hits
HIV fusion peptide: inhibitors of HIV fusion peptide binding, primary screen, biochemical, uHTS, fluorescence dequenching (AID 1986); cell-free peptide binding, fluorescence dequenching, 30 min; higher % means a stronger effect; one-dose inhibition, % at 20 µM; IC50 in µM for titrated hits; hit rate 0.3% among 290,000; in the data active = inhibition mostly above about 52%, no sharp cut-off; inactive = mostly below about 76%; also: some results filed as inactive read as strong as hits
The depositor's hits bear a star; ? = inconclusive; nt = not tested or not shown.

LYP inhibition	canonical_smiles	RSV antiviral HEp-2	SV40 large T antigen	Rac1 GTP hydrolysis	Dengue-2 NS5 capping	Siah-1 displacement	AID2073	XIAP displacement	HIV fusion peptide
0%	CSc1nc2nc(-c3cccc(C(F)(F)F)c3)ccn2n1	3.4%	5%	5%	0%	6%	7%	-1.4%	1.2%
-3%	O=C(CNC(=O)c1ccc(Cl)cc1)NCCCn1ccnc1	-0.3%	26%	1%	5%	-5%	-3%	-2.6%	-1.3%
-8%	CN1C(=O)C(C)(C)c2cc(S(=O)(=O)NCC3CCC(C(=O)NCc4ccccc4)CC3)ccc21 (stereo not drawn)	1.4%	nt	5%	-3%	15%	-5%	nt	1.4%
-5%	Cc1nnc(SC(C)C(=O)Nc2ccc3ccccc3c2)[nH]c1=O (stereo not drawn)	8.8%	10%	4%	5%	-2%	2%	nt	3.0%
-9%	C=CCN(CC=C)Cc1nc(N)nc(Nc2ccccc2C)n1	2.1%	12%	6%	-7%	-5%	-1%	-5.7%	1.9%
5%	CCC(CC)C(=O)Nc1nnc(S(=O)(=O)N2CCCCCC2)s1	2.1%	nt	0%	-1%	3%	9%	nt	2.4%
-4%	O=C(c1ccccc1)c1cccc[n+]1[O-]	0.0%	12%	10%	-1%	0%	12%	nt	1.0%
-6%	O=C(NCC1CCCO1)NC1CCCCC1 (stereo not drawn)	4.3%	5%	13%	-10%	-7%	18%	6.7%	-3.1%
-6%	COC(=O)C(O)(CC(=O)Nc1ccc(OC)cc1)C(F)(F)F (stereo not drawn)	3.1%	0%	6%	-11%	4%	-4%	-5.3%	-2.6%
-9%	CCOC(=O)c1cnn(-c2nc(SC)nc3sc4c(c23)CCC4)c1N	2.9%	6%	11%	1%	-6%	12%	-3.2%	-0.2%
-9%	COc1cccc(CNC(=O)c2cc3c(C)nc4ccccc4c3o2)c1	4.5%	3%	13%	1%	5%	-4%	3.7%	-1.9%
-8%	CCCn1c(SCC(=O)Nc2nnc(C)s2)nnc1C1CC1	0.1%	0%	10%	-7%	-9%	-8%	nt	-1.8%
0%	O=C(CSc1nc(O)cc(=O)n1C1CCCC1)Nc1cccc(Cl)c1Cl	-0.5%	4%	-7%	-7%	-2%	-2%	-5.6%	14%
-7%	CCN(CC)C(=O)Cn1cnc2sc(C(=O)N3CCN(c4ccc(F)cc4)CC3)c(C)c2c1=O	0.2%	12%	5%	-2%	4%	-7%	-4.7%	1.5%
nt	CCN(C(=O)CSc1nc2ccc(OC)cc2[nH]1)c1c(N)n(Cc2ccccc2)c(=O)[nH]c1=O	-1.4%	15%	4%	-1%	nt	nt	nt	nt
-2%	Cc1ccc(/C=N/NC(=O)c2ccco2)cc1	-1.6%	15%	nt	nt	2%	-2%	nt	1.1%
-8%	CC(O)c1nc2ccccc2n1Cc1nnc(-c2ccc(Cl)cc2)o1 (stereo not drawn)	21%	0%	9%	-6%	2%	-9%	-4.5%	2.9%
-2%	Cn1c(=O)c2[nH]c(COc3ccc(C(C)(C)C)cc3)nc2n(C)c1=O	-0.9%	3%	12%	2%	2%	0%	nt	-0.2%
-1%	COc1ccc(NC(=O)Cn2cnc3sc(C)c(S(=O)(=O)N4CCN(C)CC4)c3c2=O)cc1OC	-1.7%	5%	8%	-1%	18%	4%	-5.9%	0.9%
-4%	COC(=O)[C@@H]1C[C@@]2(O)[C@@H](O)[C@@H](O)[C@@H](O)C[C@H]2N1CC(c1ccccc1)c1ccccc1	0.0%	4%	8%	3%	1%	2%	nt	0.8%
-9%	COC(=O)c1sccc1NS(=O)(=O)c1ccc(F)cc1F	0.4%	5%	1%	-5%	-7%	9%	nt	1.5%
-9%	CC1Oc2ccccc2N(CC(=O)NCc2cccs2)C1=O (stereo not drawn)	0.1%	17%	3%	-10%	0%	0%	-0.7%	0.3%
-3%	COc1ccc(C(C)=O)cc1COC(=O)c1ccc(S(=O)(=O)N(C)C)cc1	1.4%	10%	4%	-2%	-5%	33%	-4.1%	2.1%
2%	CCN1CCN(CC(=O)c2cc(Cl)ccc2Cl)CC1	-0.1%	11%	-2%	-1%	-4%	-10%	-17%	0.4%
-1%	COC(=O)c1c(NC(=O)CC2SC(N)=NC2=O)sc(C)c1C (stereo not drawn)	1.8%	-3%	-4%	6%	12%	-1%	-5.8%	1.2%
2%	O=C(Nc1ccc(Oc2ccccc2)cc1)C1CCCN(c2ncccn2)C1 (stereo not drawn)	-0.6%	6%	-13%	-4%	2%	0%	-3.6%	0.1%
-2%	N#Cc1c(N)n(CCOC(=O)c2cccc([N+](=O)[O-])c2)c2nc3ccccc3nc12	2.5%	-3%	4%	-6%	4%	-9%	-7.3%	0.3%
-5%	CC(=O)Nc1c(O)nc(C)[nH]c1=O	-0.7%	11%	nt	nt	2%	-1%	nt	-2.8%
-7%	CN(c1ccc(C(=O)N2CCN(Cc3ccccc3)CC2)cc1)S(=O)(=O)c1ccc(Cl)cc1	12%	28%	4%	-5%	19%	-6%	nt	-0.1%
-6%	CC(=O)c1cc(-c2ccccc2)n(CCC(=O)NC2CCC(C)CC2)c1C (stereo not drawn)	3.7%	-32%	7%	-4%	0%	2%	-2.9%	-0.3%
3%	O=C(COC(=O)c1cc([N+](=O)[O-])ccc1NCc1ccccc1)NC1CCCc2ccccc21 (stereo not drawn)	2.2%	4%	7%	2%	-1%	2%	-6.3%	-2.1%
-5%	CC(=O)N1c2c(ccc3ccccc23)C(C)CC12CCCCC2 (stereo not drawn)	3.7%	-5%	12%	1%	-4%	-5%	-2.8%	-2.2%
-12%	O=[N+]([O-])c1cccc(OCCN2CCC(Cc3ccccc3)CC2)c1	-0.5%	3%	25%	nt	-1%	2%	nt	-0.7%
8%	Cc1ccc(NC(=O)/C(C#N)=C/c2cc(C)n(-c3ccc(N4CCOCC4)c([N+](=O)[O-])c3)c2C)c(C)c1	3.7%	4%	12%	2%	3%	4%	-1.7%	-2.9%
16%	CN(C)S(=O)(=O)c1cccc(-c2nn(-c3ccccc3)cc2/C=C2\SC(=S)NC2=O)c1	0.5%	28%	3%	-16%	33%	38%	-0.3%	12µM*
nt	N#CCOC(=O)C1CCN(S(=O)(=O)c2ccc3c(c2)OCCO3)CC1	-2.3%	12%	11%	-4%	nt	nt	nt	nt
0%	Cc1cc(C(=O)CSc2nnnn2C)c(C)n1-c1cccc(F)c1	14%	12%	7%	-3%	0%	45%	-3.5%	1.2%
-5%	C=CCNC(=O)c1cc2c(=O)n3cc(C)ccc3nc2nc1NCC1CCCO1 (stereo not drawn)	2.1%	18%	nt	nt	0%	3%	-2.8%	-3.0%
nt	COc1ccc(CNS(=O)(=O)CCNC(=O)c2ccc(OC)cc2)cc1	0.6%	0%	3%	-4%	nt	nt	nt	nt
nt	COc1ccccc1CNC(=O)COC(=O)Cc1c[nH]c2ccccc12	0.0%	23%	5%	1%	nt	nt	nt	nt
0%	Cn1cnnc1SCC(=O)c1cccc([N+](=O)[O-])c1	1.3%	1%	10%	-4%	0%	8%	0.0%	-2.4%
-4%	CC(C)CCC(O)(CCC(C)C)C(=O)NNc1ccccc1	0.7%	4%	6%	-2%	-1%	2%	-0.8%	-3.4%
-2%	CCOC(=O)c1cnc(SC)nc1Oc1cccc(NC(=O)c2ccc(Cl)cc2)c1	20%	1%	16%	nt	2%	47%	-3.2%	1.0%
2%	Cc1ccccc1-n1c(-c2csc(C)c2C)n[nH]c1=S	2.9%	10%	-3%	4%	-1%	13%	-12%	0.3%
-10%	CCCn1nc2cc(C(=O)NCc3ccc(C)cc3)ccc2c1OC	1.6%	9%	10%	-1%	5%	8%	-1.7%	0.6%
-3%	CCCN1CCN(CCCNC(=O)c2ccc3nc(N4CCC(C)CC4)sc3c2)CC1	-0.5%	nt	7%	1%	0%	-3%	nt	1.2%
-16%	CN(C)c1ccc(C2N(C)C(=O)c3ccccc3N2C)cc1 (stereo not drawn)	2.3%	15%	10%	nt	6%	6%	nt	-0.6%
-8%	Cn1cnc([N+](=O)[O-])c1NCc1ccccc1	0.0%	9%	nt	nt	-1%	-1%	nt	0.5%
-20%	CCOc1ccc(NC(=O)c2sc3nc(N4CCOCC4)c4c(c3c2N)CC(C)(C)OC4)cc1	0.0%	?	10%	-5%	9%	3%	nt	-1.2%
3%	CCOc1ccccc1CNC(CC)CO (stereo not drawn)	0.4%	8%	-16%	-4%	9%	-4%	-4.9%	2.2%
-4%	Cc1ccc(-n2nc3c(c2NC(=O)C(C)C)CS(=O)(=O)C3)c(C)c1	-0.9%	-4%	5%	1%	-3%	11%	nt	-2.3%
-6%	CCO/N=C/c1ccc(OC)c(Oc2nc(OC)cc(OC)n2)c1	2.9%	13%	10%	0%	4%	-11%	-8.1%	-0.6%
-15%	CCCc1cc(C(=O)NCC(C)C)no1	0.1%	7%	-3%	-1%	-2%	-5%	-1.4%	-2.5%
-6%	CN1CCCN(C(=O)CSc2ccccc2)CC1	-0.5%	27%	8%	1%	3%	0%	nt	1.1%
0%	CCOc1ccccc1/C=C/c1onc(C)c1S(=O)(=O)N1CCC(C(=O)NC(C)(C)C)CC1	4.4%	2%	3%	0%	0%	4%	nt	-0.5%
-1%	Cc1ccc(C(=O)Nc2nc(N)n(-c3ccccc3)n2)cc1	1.4%	7%	nt	nt	2%	-9%	nt	-0.6%
2%	Cc1cc(NC(=O)c2ccc(Cl)cc2)cc(C)c1OCC(=O)N1CCOCC1	1.7%	5%	4%	-2%	-2%	4%	nt	0.9%
-5%	COc1ccc(CC(=O)NCC2(c3ccc(OC)c(OC)c3)CCCC2)cc1	1.1%	3%	9%	-9%	6%	6%	0.0%	2.1%
1%	O=C(NC1CCCN(Cc2ccc(Cl)cc2)C1)c1c(F)cccc1F (stereo not drawn)	0.8%	23%	0%	3%	-6%	-1%	nt	0.9%
-11%	COc1ccc(CC(=O)Nc2nnc(C)s2)cc1	0.6%	24%	6%	-7%	-4%	-1%	-6.7%	-2.2%
-1%	COc1ccc(S(=O)(=O)NCCSc2ccccc2)cc1OC	6.9%	-3%	-4%	-1%	4%	8%	0.8%	0.1%
-6%	COc1cccc(C(=O)N2CCN(Cc3nc(CC4CC4)no3)CC2)c1	-0.6%	16%	4%	2%	2%	-19%	nt	-1.5%
0%	Clc1ccccc1C1=CC(c2ccco2)n2nnnc2N1 (stereo not drawn)	-1.8%	1%	9%	-1%	1%	-9%	-1.4%	-0.9%

Reformatted field by field: part of the list above
> CCN(C(=O)CSc1nc2ccc(OC)cc2[nH]1)c1c(N)n(Cc2ccccc2)c(=O)[nH]c1=O
  LYP inhibition = nt
  RSV antiviral HEp-2 = -1.4%
  SV40 large T antigen = 15%
  Rac1 GTP hydrolysis = 4%
  Dengue-2 NS5 capping = -1%
  Siah-1 displacement = nt
  AID2073 = nt
  XIAP displacement = nt
  HIV fusion peptide = nt
> Cc1ccc(/C=N/NC(=O)c2ccco2)cc1
  LYP inhibition = -2%
  RSV antiviral HEp-2 = -1.6%
  SV40 large T antigen = 15%
  Rac1 GTP hydrolysis = nt
  Dengue-2 NS5 capping = nt
  Siah-1 displacement = 2%
  AID2073 = -2%
  XIAP displacement = nt
  HIV fusion peptide = 1.1%

Source: PubChem BioAssay
